# Assay outcomes: PubChem BioAssay, National Center for Advancing Translational Sciences (NCATS)
# Luciferase inh – Photinus pyralis luciferase inhibition | P08659 | purified P. pyralis luciferase, luminescence, biochemical | Potency, µM (highest dose often 115 µM), inactives show at the highest dose activity change, negative = inhibition, hits mostly inhibitors | hit rate 2.5% among 76,000 | AID 1347043; note: potency is the fitted concentration of half-maximal effect; nearly all actives have a fitted effect of over 65% in size
# Target sequence (P08659 whole entry, looked up): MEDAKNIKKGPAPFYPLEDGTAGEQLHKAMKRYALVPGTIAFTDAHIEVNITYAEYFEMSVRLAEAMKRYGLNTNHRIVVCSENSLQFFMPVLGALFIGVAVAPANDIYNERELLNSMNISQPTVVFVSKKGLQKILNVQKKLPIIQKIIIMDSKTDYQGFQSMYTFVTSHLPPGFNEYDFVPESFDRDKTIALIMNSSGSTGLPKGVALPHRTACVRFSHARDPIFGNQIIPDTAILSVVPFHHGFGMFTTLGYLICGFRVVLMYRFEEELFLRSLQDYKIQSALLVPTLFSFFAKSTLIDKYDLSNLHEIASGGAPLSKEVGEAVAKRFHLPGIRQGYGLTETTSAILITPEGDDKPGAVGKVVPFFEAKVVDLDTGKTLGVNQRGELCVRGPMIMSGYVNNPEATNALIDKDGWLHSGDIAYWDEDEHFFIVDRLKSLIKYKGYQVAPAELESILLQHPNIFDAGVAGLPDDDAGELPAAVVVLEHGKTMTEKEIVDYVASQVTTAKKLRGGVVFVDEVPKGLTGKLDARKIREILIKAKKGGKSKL
#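 Cell-free enzyme assay, 10nM P. pyralis luciferase, luciferin and ATP each at 10uM. Inhibition profiled over a 6-point titration, read as luminescence.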
# IP6K1 inh – blocks human inositol hexakisphosphate kinase 1. IP6K1 kinase, ADP-Glo luminescence, 2 h; stronger effect = lower value. Q92551. AID 1645851. hit rate 0.81% among 140,000. activity change, % (series mostly up to about 58 µM); in the data active = activity change below about -25%
#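 ADP-Glo luminescence measures ADP made by human IP6K1 during a 2 h RT reaction with ATP/IP6 (mix at 1.3 mM/130 uM); top library doses 57.5 and 19.1 uM final.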
# HEK293 tox – HEK 293 cell cytotoxicity | AID 1345083 | HEK 293 viability, ATP luminescence (CellTiter-Glo), 48-72 h | hit rate 6.6% among 94,000 | Potency, µM (top dose mostly 115 µM), for inactives: at the highest dose activity change, negative = cytotoxicity, actives largely listed as inhibitors; note: potency is the fitted concentration of half-maximal effect; nearly all actives have a fitted effect of over 60% in size
#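 HEK 293 cells at 250 cells/well were exposed to compounds by pintool transfer for 48 or 72 hr at 37 degree Celsius, 5% CO2. Viability was read as ATP-coupled luminescence with CellTiter-Glo after 10 min at room temperature.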
# SNCA viab count – counter-screen for SNCA expression inhibitors: cell viability | HEK-293-SNCA-luc viability, GF-AFC fluorescence, 24 h | Potency, µM (top dose mostly 57.1 µM), without a hit: at the top dose activity change, negative = cytotoxicity, actives largely listed as cytotoxic | hit rate 0.12% among 150,000;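 note: potency is the fitted concentration of half-maximal effect; 0% = DMSO-treated cells and -100% = medium-only wells without cells; nearly all actives have a fitted effect of over 30% in size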
#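 HEK-293-SNCA-luc cells (1500/well) plated 24 h, then exposed 24 h to a dilution series; GF-AFC added 30 min at 37C, fluorescence 405/540 nm; normalised to medium-only and DMSO wells, Hill fit.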
# GPT2 inhibitor – inhibitors of human GPT2 alanine aminotransferase. Recombinant GPT2, coupled pyruvate oxidase/HRP Amplex Red fluorescence. Potency, µM (titrated, usually from 57.7 µM), for the others: at the highest dose activity change, negative = inhibition, most hits filed as inhibitors. hit rate 0.25% among 100,000. AID 1671188; note: potency is the fitted concentration of half-maximal effect; nearly all actives have a fitted effect of over 60% in size; many of its hits are not listed in these tables
# Target sequence (Q8TD30 whole entry, looked up): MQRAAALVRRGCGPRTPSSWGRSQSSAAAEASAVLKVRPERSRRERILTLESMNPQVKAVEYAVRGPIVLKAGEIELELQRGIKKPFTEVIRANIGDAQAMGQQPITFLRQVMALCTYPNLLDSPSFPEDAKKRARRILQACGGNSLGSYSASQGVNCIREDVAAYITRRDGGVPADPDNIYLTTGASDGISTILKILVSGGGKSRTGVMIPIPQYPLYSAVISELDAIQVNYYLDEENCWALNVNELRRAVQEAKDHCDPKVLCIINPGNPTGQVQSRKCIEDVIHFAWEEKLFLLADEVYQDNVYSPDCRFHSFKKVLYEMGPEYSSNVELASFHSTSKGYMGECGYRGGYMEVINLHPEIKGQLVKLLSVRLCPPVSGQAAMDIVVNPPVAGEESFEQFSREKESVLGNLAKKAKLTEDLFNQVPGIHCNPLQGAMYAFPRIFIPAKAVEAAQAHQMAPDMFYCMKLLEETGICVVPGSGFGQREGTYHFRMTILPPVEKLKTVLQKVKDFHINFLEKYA
#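 Fluorescence read-out: pyruvate from GPT2 turnover coupled to pyruvate oxidase, HRP and Amplex Red (0.2mM ThPP, 0.2U/mL PO and HRP, 50uM Amplex final). Substrates 250uM a-KG, 2mM L-alanine; enzyme 10ng/uL; 30 min RT.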
# NIH3T3 tox – NIH 3T3 cell cytotoxicity; NIH 3T3 viability, CellTiter-Glo ATP luminescence, 48-72 h; Potency, µM (top dose mostly 96.7 µM), inactives show top-dose activity change, negative = cytotoxicity, most hits filed as inhibitors; hit rate 4.3% among 94,000; AID 1345082; note: potency is the fitted concentration of half-maximal effect; nearly all actives have a fitted effect of over 55% in size
#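 Cytotoxicity is measured as loss of cellular ATP: NIH 3T3 cells (400/well) are exposed to compound for 48 or 72 hr at 37 °C, then CellTiter-Glo luminescence is imaged after 10 min at room temperature.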
# SNCA expr inh – reduces expression of the alpha-synuclein gene; HEK-293 SNCA-luciferase knock-in, luminescence, 24 h; AID 1671194; Potency, µM (titrated, usually from 57.2 µM), for the others: top-dose activity change, negative = inhibition, actives largely listed as inhibitors; hit rate 0.17% among 140,000;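 note: potency is the fitted concentration of half-maximal effect; plate controls were DMSO cells for no effect and cell-free wells for full effect; nearly all actives have a fitted effect of over 45% in size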
# * hit, by the source's call; i = inactive; ? = inconclusive; / = not tested or not shown; [ ] = another dose, or the depositor's remark. Unless noted, calls come from the whole dose curve; as a rule, active = well fitted curve in the direction sought with a large enough effect; inconclusive = small, poorly fitted or top-dose-only effect, or another doubt; inactive = no such curve, though single readings can be large; an effect the other way counts as inactive or inconclusive. Unless noted, % is set by controls: 0 for no effect and ±100 for the full control effect. The list is partial; count on the stated rates, not on these rows.
Structure	Luciferase inh	IP6K1 inh	HEK293 tox	SNCA viab count	GPT2 inhibitor	NIH3T3 tox	SNCA expr inh
CCN1CC(CN(C)Cc2cn(-c3ccccc3C)nc2-c2ccc(OC)c(F)c2)CC1=O (stereo not given)	-4%	20	22µM*	?	-2%	?	-15%
COc1ccc(CN2C(=O)[C@@H]3C[C@@H](CN3C(=O)c3cnccn3)Oc3ccccc32)cc1	-1%[172 µM]	0	3%[172 µM]	-13%[87.6 µM]	-3%[88.5 µM]	?	-26%[87.6 µM]
CC(=O)O[C@H]1C[C@@H](O)C(C)(C)C2C[C@@H](OC(C)=O)[C@@]3(C)C4=CCC(C(CO)CC(O)C5OC5(C)C)[C@]4(C)CCC3[C@]21C (stereo not given in full)	/	0	/	-10%[23.9 µM]	i	/	/
COc1ccc(C2Cn3cnc(C(=O)N4CCC(C(=O)NCc5cccc(C)c5)CC4)c3CO2)cc1 (stereo not given)	-7%	0	8%	6%	1%	-5%	13%
COCCNC(=O)C1c2ccccc2C(=O)N(C2CCCCC2)C12CCCCC2 (stereo not given)	-2%	16	?	-17%	-20%	-22%	4%
CC(C)(C)c1cc(C(C)(C)C)c(NC(=O)c2c[nH]c3ccccc3c2=O)cc1O	/	/	/	6%	-4%	/	18%
O=C(CC1CCOC2(CCN(S(=O)(=O)c3ccc(F)cc3)CC2)C1)N1CCCC1 (stereo not given)	8%	19	-13%	2%	i	?	-24%
CC1=C[C@@H](CNC(=O)C2CCCCC2)[C@H](C(C)C)C[C@H]1Cc1nc2ccccc2n1C	-14%[172 µM]	9	32µM*	?	?	32µM*	?
COc1ccc(OCCCCn2c(C3CC(=O)N(c4cccc(Cl)c4)C3)nc3ccccc32)cc1 (stereo not given)	/	-12	/	-24%	/	/	-24%
Cc1ccc(NC(=O)Cn2cccc2-c2nc(-c3ccc4c(c3)OCO4)no2)cc1Cl	-7%	-3	?	3%	i	?	8%

# Additional entries follow.
Structure	Luciferase inh	IP6K1 inh	HEK293 tox	SNCA viab count	GPT2 inhibitor	NIH3T3 tox	SNCA expr inh
Cc1ccc(CNC(=O)[C@H]2CCC[C@H]2NC(=O)c2ccncc2)o1	-3%	27	?	6%	-2%	?	1%
O=C(NCc1ccccc1)c1nc2sccn2c1-c1ccc(C(F)(F)F)cc1	/	11	40µM*	-17%	-12%	?	?
N#Cc1nc(COc2ccccc2Cl)oc1NCCc1ccccc1	/	10	/	-9%	/	/	59%[activator]
CC(C)c1noc(-c2cn(C3CCCN(C(=O)c4nn(C)c5ccccc45)C3)nn2)n1 (stereo not given)	-1%	2	13%	3%	0%	-4%	-7%
COCCc1noc([C@@H]2CC(F)(F)CN2C(=O)c2ccn[nH]2)n1	-10%	-7	4%	0%	-7%	-3%	-17%
COc1ccc(C(=O)Nc2ccc([C@H]3OCC(=O)N(Cc4ccc(F)cc4)[C@@H]3CO)cc2)cc1	45µM*	-14	?	6%	i	-12%	-8%
COCCN1C(=O)N(C)C(=O)C12CCN(Cc1cc(F)ccc1F)C2 (stereo not given)	/	17	-3%	1%	i	-16%	-6%
CCOC(=O)[C@H]1C[C@]2(CCCCN(CCOC)C2=O)N(C(=O)COc2ccccc2)[C@H]1c1ccco1	/	5	?	/	/	-25%	/
CO[C@H]1C(=O)N(C(C)C)[C@H]1C1CCN(C(=O)c2nn(C)c3ccccc23)CC1	7%	20	0%	4%	?	-3%	-14%
C=CCNC(=O)Cc1ccc(N(Cc2cccc(F)c2)C(=O)c2ccco2)cc1	2%	-1	?	-8%	1%	-27%	-28%

# (next part)
Structure	Luciferase inh	IP6K1 inh	HEK293 tox	SNCA viab count	GPT2 inhibitor	NIH3T3 tox	SNCA expr inh
O=C(Nc1cccc(-c2ccc(N3CCCC3)nn2)c1)Nc1cc(F)ccc1F	5µM*	-3	?	-21%	?	?	-8%
CCN1CCC[C@H]1CNC(=O)c1c(OC)ccc(Br)c1OC	/	6	/	40%[23.9 µM]	i	/	-17%[25.6 µM]
COc1ccccc1-c1cccc(CN2CCCC(C(=O)NCCCc3ccccc3)C2)c1 (stereo not given)	/	-1	?	?	1%	35µM*	?
COCCOC1CCN(C(=O)c2ccc3cc[nH]c3c2)CC1	-4%	8	2%	17%[12.5 µM]	i	-5%	15%
COc1cc(OC)c(NC2=C(c3ccc(C(F)(F)F)cc3)C(=O)c3ccccc32)cc1Cl	/	-2	/	-12%	/	/	4%
Cc1ccc(CN2CCCC3(CCC(=O)N(CCc4cnc[nH]4)C3)C2)s1 (stereo not given)	-3%	0	-11%	-10%	i	-16%	-8%
CC1Oc2ccc(NC(=O)Cc3ccc(F)cc3)cc2CN(CC2CC2)C1=O (stereo not given)	-3%	-1	40µM*	2%	4%	?	-11%
O=C1NCCOCCCN(C(=O)NC2CCCCC2)[C@H]2CCCC[C@@H]12	-13%	-1	-9%	-1%	2%	-10%	10%
COC[C@@]12CN(c3ccccn3)C[C@@H]1C(C)(C)COc1ccc(OC)cc12	/	0	?	/	/	?	/
CCC(O)C(=O)N1CCc2[nH]nc(C(c3ccccc3)c3ccccc3)c2C1 (stereo not given)	-4%	-6	-3%	-15%	3%	-7%	3%

# A few values from the list.
# IP6K1 inh, COC[C@@]12CN(c3ccccn3)C[C@@H]1C(C)(C)COc1ccc(OC)cc12 : 0
# IP6K1 inh, COc1ccccc1-c1cccc(CN2CCCC(C(=O)NCCCc3ccccc3)C2)c1 (stereo not given) : -1

# An excerpt from further up, as a working copy:
Structure	Luciferase inh	IP6K1 inh	HEK293 tox	SNCA viab count	GPT2 inhibitor	NIH3T3 tox	SNCA expr inh
CO[C@H]1C(=O)N(C(C)C)[C@H]1C1CCN(C(=O)c2nn(C)c3ccccc23)CC1	7%	20	0%	4%	?	-3%	-14%
C=CCNC(=O)Cc1ccc(N(Cc2cccc(F)c2)C(=O)c2ccco2)cc1	2%	-1	?	-8%	1%	-27%	-28%
O=C(Nc1cccc(-c2ccc(N3CCCC3)nn2)c1)Nc1cc(F)ccc1F	5µM*	-3	?	-21%	?	?	-8%
CCN1CCC[C@H]1CNC(=O)c1c(OC)ccc(Br)c1OC	/	6	/	40%[23.9 µM]	i	/	-17%[25.6 µM]
COc1ccccc1-c1cccc(CN2CCCC(C(=O)NCCCc3ccccc3)C2)c1 (stereo not given)	/	-1	?	?	1%	35µM*	?
COCCOC1CCN(C(=O)c2ccc3cc[nH]c3c2)CC1	-4%	8	2%	17%[12.5 µM]	i	-5%	15%
COc1cc(OC)c(NC2=C(c3ccc(C(F)(F)F)cc3)C(=O)c3ccccc32)cc1Cl	/	-2	/	-12%	/	/	4%
Cc1ccc(CN2CCCC3(CCC(=O)N(CCc4cnc[nH]4)C3)C2)s1 (stereo not given)	-3%	0	-11%	-10%	i	-16%	-8%
CC1Oc2ccc(NC(=O)Cc3ccc(F)cc3)cc2CN(CC2CC2)C1=O (stereo not given)	-3%	-1	40µM*	2%	4%	?	-11%

# The list goes on:
Structure	Luciferase inh	IP6K1 inh	HEK293 tox	SNCA viab count	GPT2 inhibitor	NIH3T3 tox	SNCA expr inh
Cc1cc2c(cc1S(=O)(=O)NCc1ccc(N(C)C)cc1)OCC(=O)N2	/	18	/	6%	/	/	29%
CN1C(=O)CS(=O)C12CCN(S(=O)(=O)c1ccc(F)cc1)CC2 (stereo not given)	8%	-6	4%	-3%	4%	-6%	3%
COc1cccc(-c2ccc(C(=O)N3CCC(NC(=O)Cc4ccccn4)CC3)cc2)c1	/	16	?	-3%[12.5 µM]	i	-36%	-1%
O=C(CCn1c(=O)c2cccn2c2cccnc21)NCc1ccccc1Br	/	19	/	7%	/	/	?
COCc1cn(C[C@H]2C[C@@H](NCc3cccc4c3OCO4)[C@H](O)[C@@H]2O)nn1	0%	7	i	-2%	2%	i	-7%
COC(=O)c1sccc1S(=O)(=O)N(CC(=O)NCc1ccccc1)c1ccccc1	/	9	/	14%	/	/	4%
Cc1ccc(CNC(=O)CSc2c3c(nc4cc(Cl)ccc24)CCCC3)cc1	/	3	/	-6%	/	/	14%
COc1cccc(-c2ccc(C(=O)N3CCC(C(=O)NC4CCCCC4)CC3)cc2)c1	/	25	?	1%[12.5 µM]	-11%	?	-4%
COCc1nc2nc(-c3ccccc3)c(Nc3ccncc3)cc2n1C	-11%[172 µM]	4	-30%[172 µM]	-1%[87.6 µM]	?	?	-18%[87.6 µM]
CC1(C)O[C@H]2[C@@H](O1)[C@@H](C(=O)Nc1ccc(F)c(F)c1)O[C@@H]1OC(C)(C)O[C@@H]12	/	0	/	3%	/	/	4%

# Carrying on.
Structure	Luciferase inh	IP6K1 inh	HEK293 tox	SNCA viab count	GPT2 inhibitor	NIH3T3 tox	SNCA expr inh
COCCNc1cc2c(cn1)CN(Cc1ccccc1)CCN2	?	-21	?	-22%[87.6 µM]	3%[88.5 µM]	?	22%[87.6 µM]
CN1C(=O)N(c2cc(Cl)cc(Cl)c2)C(=O)[C@@]1(C)Cc1ccc(Br)cc1	/	-11	/	13%	1%	/	/
COc1ccc(C(=O)N2CCN(c3nnc4c(Cl)cccn34)CC2)cc1	-5%	-1	-3%	-9%	i	-2%	1%
O=c1c2ccccc2n(Cc2ccccc2Cl)c(=O)n1CCc1ccccc1	/	5	/	1%	/	/	25%
O=C(Cn1nc2n(c1=O)CCCC2)N1CCN(c2ccccc2)CC1	-6%	-4	-3%	-4%	-5%	-1%	?
Cc1ccc(C)c(NC(=O)CN2C(=O)c3cccc4cccc2c34)c1	/	-8	/	3%	/	/	0%
CCOc1ccc(-n2c(C)nc3cc(C(=O)NC4CCCC4)ccc32)cc1	/	2	/	-16%	/	/	-21%
Cc1ccccc1CNC(=O)C(=O)NCC(c1ccco1)S(=O)(=O)c1ccc(F)cc1 (stereo not given)	/	-8	/	2%	/	/	-6%
CCOc1ccc(-c2cn(-c3ccc(OC)cc3)c(SCC(=O)Nc3ccccc3Cl)n2)cc1	/	1	/	0%	/	/	11%
COc1ccc(C(=O)Nc2ccc(-c3noc([C@@H]4CCCN4Cc4c[nH]c5ccccc45)n3)cn2)cc1	-31%	10	?	?	2%	?	?

# (cont.)
Structure	Luciferase inh	IP6K1 inh	HEK293 tox	SNCA viab count	GPT2 inhibitor	NIH3T3 tox	SNCA expr inh
O=C(Nc1ccc2ncnc(N3CCCC3)c2c1)c1ccc(F)c(F)c1	3%	-8	?	-21%	-4%	35µM*	-20%
OC[C@@H](O)[C@@H](O)[C@H](O)[C@@H](O)CO	/	/	/	1%	-5%	/	-5%
COc1cccc(CCC(=O)N2CC(c3noc(COc4ccc(C)cc4)n3)C2)c1	-8%	14	?	6%	i	?	2%
O=C(Cn1c(=O)c2c(n1Cc1ccccc1)CN(Cc1ccccc1)CC2)NCc1cccc(F)c1	-1%	-1	?	-4%	-18%	-18%	-14%
CCc1ccc(CNC(=O)Cc2c(C(=O)O)c(C)cn2C)cc1	/	-1	/	-5%	/	/	20%
Cc1cccc(N2CCN(C(=O)Cn3nc(C)n4cccc4c3=O)CC2C)c1 (stereo not given)	/	29	/	-3%	/	/	?
